Screening results as filed in PubChem BioAssay.
TTR transcr act: increases transthyretin transcription. SH-SY5Y TTR promoter Gaussia luciferase, luminescence; 100% = recombinant luciferase protein wells. activation, % at 16.7 µM. actives 1.3% (n = 92,000). AID 1117267;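 active = activation above the mean of all tested compounds plus 3 SD, cut at about 9.5% in these data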;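 also: cells exposed to compounds for one day before reading; 0% = median of all test compound wells on the plate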
Starred values were filed as active, the others as inactive.

TTR transcr act | structure
0.7 | CCOC(=O)c1ccc(NC(=O)CCNS(=O)(=O)c2cc(Br)cnc2N)cc1
-0.5 | COc1ccc(/C=C2\SC(=O)N=C2N)cc1
0.3 | COC(=O)c1ccc(NC(=O)C(=O)c2c[nH]c3ccccc23)cc1
0.7 | O=C(NCC1CCCN(Cc2cccc(C(F)(F)F)c2)C1)c1ccc(F)cc1 (stereo not given)
-1.1 | CN1C(=S)SC(N2OC3C(=O)N(c4ccccc4)C(=O)C3C2c2ccccc2)C1(C)C (stereo not given)
-0.9 | Cc1cccc(C(=O)N2CCC(=O)N([C@H](COCc3cccc(C(F)(F)F)c3)Cc3ccccc3)CC2)c1
0.6 | COc1ccc(/C=C(\NC(=O)c2ccccc2)C(=O)N/N=C/c2cccnc2)cc1
-1.3 | CCOc1ccc(C(=O)Nc2sc3c(c2C(=O)OC)CC(C)(C)NC3(C)C)cc1
3.2 | COCCNc1nc(-c2cc(C)c(C)cc2C)cs1
-1.0 | O=C(COC(=O)c1ccc(CN2CCCC2=O)cc1)Nc1ccc(F)cc1
0.8 | CCCOC1CCCN(Cc2cn(C)nc2-c2ccccc2F)C1 (stereo not given)
-0.4 | CC[C@]1(C(=O)OC)[C@H]2C(=O)N(C)C(=O)[C@H]2[C@H]2CN=C(SCc3ccc(C(=O)OC)cc3)N21
-1.0 | Cn1c(=O)c2c(nc(SCC(=O)NC34CC5CC(CC(C5)C3)C4)n2C)n(C)c1=O
-0.1 | CC(CNCCCn1cnc2c(OCc3ccccc3)ncnc21)c1ccccc1 (stereo not given)
-0.4 | O=C1Nc2ccccc2N(C(=O)c2ccc(-c3ccccc3)cc2)C1c1nc2ccccc2[nH]1 (stereo not given)
-2.8 | Cc1ccc(NC(=Nc2ccc(Br)cc2)N2CCOCC2)cc1C
2.0 | CCC1COCCS(=O)(=O)N1Cc1ccccc1 (stereo not given)
2.1 | NC(=O)c1c(NC(=O)c2ccccc2)sc2c1CCc1ccccc1-2
0.3 | CC(NC(=O)c1cc(-c2ccccc2)on1)c1ccccc1 (stereo not given)
0.3 | CCN(CC)CCCNC(=O)CCn1nc(-c2ccccc2)ccc1=O
0.7 | O=C(O)C1=NN(c2ccccc2)C(=O)C1
0.1 | CC[C@]12c3[nH]c4ccc(Cl)cc4c3CCN1C(=O)[C@@H](CC(=O)NCCN1CCOCC1)C[C@@H]2C(=O)N1CCN(C(=O)C2CC2)CC1
-0.9 | CCSc1nnc(NC(=O)CN2C(=O)C3CC=CCC3C2=O)s1 (stereo not given)
0.8 | CC12CN3CCN(CC(C3)C1(O)CN1CCOCC1)C2 (stereo not given)
-2.0 | O=C1NC(Cc2ccccc2)c2nc3ccc(F)cc3c(=O)n2-c2cc3ccccc3cc21 (stereo not given)

(next part)
TTR transcr act | structure
-4.6 | Cc1ccc(S(=O)(=O)Nc2cccnc2Oc2ccc(Cl)cc2)cc1
0.0 | CC1=NN(c2ccc(N)cc2)C(=O)C1
-0.6 | O=c1[nH]c(C2CCN(S(=O)(=O)c3ccc4c(c3)OCCO4)CC2)nc2c1nnn2Cc1ccc(F)cc1
-1.4 | CC(C)NC(=S)NC(=O)/C=C/c1ccc(F)cc1
-1.7 | CC(=O)c1ccc(N2CCN(C(=O)c3ccccc3SCC(=O)NCc3ccco3)CC2)c(F)c1
-1.4 | CCn1c(=O)n(CC)c2cc(N3CCCC3)c(NC(=O)c3ccccc3F)cc21
-2.8 | O=C(Nc1ccc2[nH]ccc2c1)c1ccc(F)cc1
-2.6 | Cc1ccc(OCC(=O)NNC(=O)C(C)Sc2ncnc3sc(C)c(C)c23)cc1 (stereo not given)
-2.6 | Cc1onc(-c2c(F)cccc2Cl)c1C(=O)Nc1nc2ccccc2[nH]1
2.1 | CCN1CCC(=NNC(=O)c2ccco2)CC1
0.8 | Cc1ccc(-c2nn(-c3ccccc3)cc2CSC(=N)N)cc1
1.4 | COC(=O)CSc1ncnc2c1cnn2Cc1ccccc1
-4.8 | COC(=O)[C@@]12CCCN1[C@H](c1ccc(-c3ccc(Cl)c(Cl)c3)c(OC)c1)[C@H]1C(=O)N(C)C(=O)[C@H]12
0.0 | CC(C)CNC(=O)C1(C)CCCCCN1Cc1ccccc1-c1ccccc1 (stereo not given)
-1.7 | O=C(CNC(=O)COc1ccccc1)NCc1ccccc1F
-1.4 | Nc1cc(=O)nc2cn[nH]n12
0.2 | COC(=O)C[C@@H]1C=C[C@@H](NC(=O)c2cccnc2)[C@@H](CO)O1
-1.6 | CC1(C)CC(C(=O)Nc2ccccc2)C(=O)O1 (stereo not given)
-0.4 | COC(=O)c1ccc(Sc2ccccc2NS(=O)(=O)c2ccc(OC)cc2)nc1
-0.4 | COc1ccc(N2C(=O)NC(NS(=O)(=O)c3ccc(NC(C)=O)cc3)(C(F)(F)F)C2=O)cc1 (stereo not given)
-1.4 | S=C(c1ccccc1)N1CCN(c2ccccc2)CC1
2.0 | CCN1C(=O)C(CC(=O)Nc2ccc(OC)cc2)N(CCN2CCOCC2)C1=S (stereo not given)
0.0 | COCCNc1oc(-c2ccccc2Cl)nc1S(=O)(=O)c1ccc(C)cc1
2.7 | N#Cc1cc2c(nc1SCC(=O)Nc1sc3c(c1C#N)CCC3)CCCCC2
0.4 | COc1ccc(CNC(=O)Cn2cc([N+](=O)[O-])cn2)cc1

Later entries:
TTR transcr act | structure
0.4 | CC(=O)N/C(=C\c1ccc(Cl)cc1)C(=O)O
4.6 | C[C@H](CO)N1C[C@H](C)[C@H](CN(C)S(=O)(=O)c2ccccc2F)OCc2cnnn2CCCC1=O
5.0 | CC(NC(=O)c1cc2c(s1)CS(=O)(=O)C2)c1ccccc1 (stereo not given)
-0.3 | Cc1cccc(N(C(=O)c2csnn2)C(C(=O)NC(C)(C)C)c2cccs2)c1 (stereo not given)
2.5 | C=CCn1c(SC)nnc1-c1ccc2ncccc2c1
-1.8 | Cc1ccc(S(=O)(=O)NC(=O)Nc2nc(-c3ccc(F)c(F)c3)cs2)cc1
2.1 | O=C(c1ccccc1-c1nc2ccccc2[nH]1)N1CCCCC1
0.3 | CC(=O)c1ccc(Oc2nc(-c3cccnc3)nc3ccccc23)cc1
-0.1 | CC1CCN(C(C(=O)Nc2ccc(C(C)C)cc2)c2ccc3c(c2)OCO3)CC1 (stereo not given)
-1.5 | NC(=O)c1nc(-c2ccccc2)c(-c2ccccc2)[nH]c1=O
0.4 | CCCCn1c(N)c(N(CCC(C)C)C(=O)CN2C(=O)C3CCCCC3C2=O)c(=O)[nH]c1=O (stereo not given)
1.9 | Cc1cc(=O)n2nc(N3CCC(C(=O)NCc4ccccc4)CC3)sc2n1
-0.6 | CCOC(=O)CSc1ncnc2c1c(-c1ccccc1)cn2-c1ccc(OC)cc1
0.0 | CCCNC(=O)c1ccc(N2CCC3(CC2)CC(c2cccc(Br)c2)=NO3)c(NC(=O)c2ccc(Br)cc2)c1
0.3 | O=C(O)CCCN1C(=O)/C(=C/c2ccncc2)SC1=S
57.5* | CSCCC(NC(=O)C1CCC(C)CC1)C(=O)O (stereo not given)
0.0 | COc1ccc(C(=O)NCCCn2cccn2)cc1OC1CCN(C(C)=O)CC1
1.1 | Cn1cccc1-c1nc2ccc(NC(=O)c3ccccc3)cc2[nH]1
-0.1 | CNC(=O)C1CC(=O)N(CCCc2ccccc2)C(=Nc2ccccc2)S1 (stereo not given)
0.0 | N#CCCN(Cc1cccnc1)C(=O)c1sc2cc(F)ccc2c1Cl
0.6 | O=C(CCc1nnc(C2CCCCC2)o1)NCc1ccc(F)c(F)c1
-1.9 | COc1ccccc1CNC(=O)CNCC1CCCO1 (stereo not given)
-0.1 | O=C(O)c1ccc(Cl)c(S(=O)(=O)N(Cc2ccccc2)c2ccccc2)c1
3.7 | COc1ccc(Cc2nc3ccc(C(=O)NC4CCOC4)cc3o2)cc1 (stereo not given)
5.9 | COc1ccc([N+](=O)[O-])c(OC)c1C(=O)NC(=O)Nc1nc(C)cc(C)n1

A draw from above in order of SMILES length, smallest number first.
TTR transcr act | structure
2.5 | C=CCn1c(SC)nnc1-c1ccc2ncccc2c1
0.4 | CC(=O)N/C(=C\c1ccc(Cl)cc1)C(=O)O
0.6 | O=C(CCc1nnc(C2CCCCC2)o1)NCc1ccc(F)c(F)c1
-1.5 | NC(=O)c1nc(-c2ccccc2)c(-c2ccccc2)[nH]c1=O
5.9 | COc1ccc([N+](=O)[O-])c(OC)c1C(=O)NC(=O)Nc1nc(C)cc(C)n1
4.6 | C[C@H](CO)N1C[C@H](C)[C@H](CN(C)S(=O)(=O)c2ccccc2F)OCc2cnnn2CCCC1=O

The main list resumes; the 6 compounds before the break are reprinted first.
TTR transcr act | structure
0.0 | N#CCCN(Cc1cccnc1)C(=O)c1sc2cc(F)ccc2c1Cl
0.6 | O=C(CCc1nnc(C2CCCCC2)o1)NCc1ccc(F)c(F)c1
-1.9 | COc1ccccc1CNC(=O)CNCC1CCCO1 (stereo not given)
-0.1 | O=C(O)c1ccc(Cl)c(S(=O)(=O)N(Cc2ccccc2)c2ccccc2)c1
3.7 | COc1ccc(Cc2nc3ccc(C(=O)NC4CCOC4)cc3o2)cc1 (stereo not given)
5.9 | COc1ccc([N+](=O)[O-])c(OC)c1C(=O)NC(=O)Nc1nc(C)cc(C)n1
3.4 | C[C@@H]1CN([C@@H](C)CO)C(=O)c2cc(Br)cnc2O[C@H]1CN(C)C(=O)Nc1ccc(F)cc1
-1.8 | O=C(NC1CCC1)O[C@H]1CC[C@@]23CCCN2C(=O)CCC[C@H]3C1
-5.7 | Cc1ccsc1CNc1ncnc2ccc(-c3c(C)noc3C)cc12
-0.2 | Cc1ccnc(NC(=O)C2CCCN(S(=O)(=O)c3ccc4[nH]c(=O)ccc4c3)C2)c1 (stereo not given)
-2.4 | COc1ccc2c(c1)C1C=CCC1C(c1cc3c(cc1Br)OCO3)N2 (stereo not given)
-1.0 | CC(C)(C)c1ccc(C(=O)N/C(=C/c2cccs2)C(=O)NCc2ccco2)cc1
4.4 | C=CCN1C=CC(=CC=C(C#N)C#N)C=C1
2.6 | Cc1cc(-c2ccccc2)nc(N/N=C/c2ccco2)n1
0.6 | COCCN(CC(=O)NC1CCCCC1)C(=O)CCCC(=O)Nc1ccccn1
5.3 | CC(C)C(=O)Nc1cccc(N2CCN(CCCN3C(=O)C4CCCCN4C3=O)CC2)c1 (stereo not given)
-0.3 | NS(=O)(=O)c1ccc(NC(=O)COC(=O)CCCN2C(=O)c3cccc4cccc(c34)C2=O)cc1
-0.5 | CC(=O)Nc1ccccc1-c1nc2ccccc2nc1OCC(=O)c1ccc(Cl)cc1
1.0 | O=C(c1ccc(Br)cc1)N1CCN(Cc2ccccc2)CC1
3.4 | CC1(C)C(=O)N(c2ccccc2Cl)C(=O)c2ccccc21
2.3 | COc1ccc(C(=O)Nc2ccc3c(c2)C(=O)NC3=O)cc1
1.5 | C=CCN(CC=C)S(=O)(=O)c1ccc(C(=O)Nc2sc3c(c2C(N)=O)CCCCC3)cc1
1.3 | O=C(NCCCN1CCCC1=O)c1ccc(S(=O)(=O)Nc2ccccc2)cc1
0.6 | CCCCN(C(=O)C(C)N1C(=O)c2ccccc2C1=O)c1c(N)n(CCCC)c(=O)[nH]c1=O (stereo not given)
2.5 | CC(C)(C)OC(=O)C[C@@H]1C/C=C\C[C@@H](CC(=O)NCCO)C(=O)NC[C@@H](c2ccccc2)OC1=O
0.6 | Cc1nc2cc(C(=O)N3CCc4ccccc43)ccc2n1-c1ccc(F)c(F)c1
1.9 | COCCn1c(COC)nc2ccccc21
0.4 | COC(=O)c1ccccc1NC(=O)C(C)n1nc(C)c2c(C)n(-c3ccccc3)nc2c1=O (stereo not given)
-0.6 | Cc1ccc2oc(=O)n(CC(=O)N3CCOCC3)c2c1
0.4 | O=C(NCC1CCCO1)c1nn2c(c1Cl)NC(c1ccc(F)cc1)CC2C(F)(F)F (stereo not given)
0.0 | O=C(N/N=C/c1ccc2c(c1)OCO2)c1ccccn1

(cont.)
TTR transcr act | structure
-0.9 | CN1C(=S)SC(/[N+]([O-])=C/c2cccnc2)C1(C)C (stereo not given)
1.0 | Cc1cc(C(F)F)n2nc(C(=O)Nc3ccc(S(=O)(=O)N4CCCCCC4)cc3)nc2n1
-0.6 | CCS(=O)(=O)c1ccc(O)c(NC(=O)Nc2cccc3ccccc23)c1
-0.8 | CSc1ncccc1C(=O)OCC(=O)N1CC2(C)CC1CC(C)(C)C2 (stereo not given)
1.1 | CCOc1ccc(NC(=O)C/C(C)=N/NC(=O)COc2ccc(Br)cc2C)cc1
-0.9 | O=C(/C=C/c1ccc([N+](=O)[O-])cc1)NCc1ccco1
2.2 | Cn1c(-c2nnn(-c3ccc(F)cc3)n2)cc2ccccc21
0.8 | COc1ccc(Cl)cc1N(C(C)=O)c1nc(C)cc(C)c1C#N
-1.4 | O=C(CCc1ccccc1)c1nnc(-c2ccccc2)o1
1.7 | CCS(=O)(=O)n1nc(-c2ccccc2)nc1NCc1ccco1
-0.9 | CCC(c1nnnn1CCc1ccccc1)N1CCN(c2ccc(OC)cc2)CC1 (stereo not given)
0.8 | CCn1c(C(C)NC(=O)c2ccc(Cl)cc2)n[nH]c1=S (stereo not given)
-0.5 | CCOCCCNC(=S)N1CCC(C(=O)c2ccc(C)cc2)CC1
2.4 | COc1ccc(-c2nnc(SCc3c(C)noc3C)n2N)cc1OC
-2.3 | Cc1cc(C)cc(C(=O)NCC(=O)OCC(=O)N2c3ccccc3NC(=O)C2(C)C)c1
1.9 | COc1ccc2c(c1)[C@H]1[C@H](CO2)[C@H](c2ccccc2)[C@]2(C)C(=O)N[C@H](C)C(=O)N12
1.3 | O=C(O)c1ccc(N=Cc2nc(-c3ccco3)oc2O)cc1
5.6 | Cc1nn(CC(=O)N2CC(=O)Nc3ccccc32)c(C)c1[N+](=O)[O-]
-0.8 | CN(c1ccc(O)cc1)c1nc(-c2cccs2)cs1
5.5 | CCCN(CC(=O)Nc1ccc(Cl)cc1Cl)C(=O)/C=C/c1ccco1

These rows are one share of the data; the hit share may differ from the screen's.
